XiGFP reactiv – activators of X-chromosome reactivation in mouse fibroblasts | XiGFP mouse fibroblasts, % GFP-positive cells imaging, 3 d; cells co-treated with 5-aza-dC sensitizer; scaled so ellipticine positive control = 100% | activation, % at 7.58 µM | 0.055% of 360,000 active;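 active = mean normalized replicate activation at least 10% and every replicate at or above 10%; inconclusive = only one of the two criteria met; inactive = mean below 10% and not all replicates reach 10%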;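 also: 0% = median of on-plate neutral control wells and 100% = ellipticine 6 µM median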
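Schedule: 3 d treatment, 15 min room-temperature fixation; system: 68-5-11 XiGFP fibroblast line; buffer or medium: DMEM plus 5-aza-dC sensitizer; control set: ellipticine 6 µM positive control; compound: one concentration, pinned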
DENV2 CPE rescue – protects cells from dengue virus 2 cytopathic effect | DENV2-infected cells, cytopathic effect rescue, plate reader | CPE inhibition, % at 9.99 µM | 1.7% of 350,000 active | AID 651640; in the data active = CPE inhibition above about 20%, passing the limit was not always enough; inconclusive = no clear call, values can overlap the other calls; tested in BHK-21 cells;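 also: 0% = median of neutral control wells and 100% = median of positive control wells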
RAD54 inh – blocks human RAD54 Holliday junction branch migration. Q92698. FAM/BHQ fluorescence. inhibition, % at 10.4 µM. 0.14% of 360,000 active;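 active = mean normalized replicate activity at least 40 and at least half of replicates scoring 40 or more; inconclusive = only one of the two criteria met; inactive = mean below 40 and under half of replicates reaching 40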;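 also: 0% = median of neutral control wells and 100% = median of positive control wells; inhibitors cause a drop in the FAM fluorescence signal; in these data hits start at about 50%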
Casp6 inh – caspase-6 (human) enzyme inhibition | purified caspase-6, Z-VEID-R110 cleavage fluorescence | inhibition, % at 12.5 µM | 0.53% of 350,000 active;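 active = mean inhibition across replicates at least about 35%, with every replicate also reaching that limit, limit read from the data; inconclusive = only one of the two criteria met; inactive = neither criterion met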;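 also: 0% = median of neutral control wells and 100% = no fluorescence left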
Target sequence (P55212 24-179 limits assumed): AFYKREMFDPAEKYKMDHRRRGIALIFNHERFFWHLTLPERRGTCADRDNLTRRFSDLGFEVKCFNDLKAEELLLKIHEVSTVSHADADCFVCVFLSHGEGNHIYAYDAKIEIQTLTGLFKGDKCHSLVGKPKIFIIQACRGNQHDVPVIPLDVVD
Target sequence (P55212 194-293 limits assumed): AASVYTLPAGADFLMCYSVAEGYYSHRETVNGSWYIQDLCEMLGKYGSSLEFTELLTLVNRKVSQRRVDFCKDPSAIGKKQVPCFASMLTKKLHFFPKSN
RAD52 inh – inhibitors of human RAD52 DNA annealing; 0.46% of 360,000 active; P43351; recombinant RAD52 DNA annealing, FRET fluorescence; inhibition, % at 18.7 µM;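 active = every replicate showing at least 50% inhibition; inconclusive = mean inhibition at least 50% but not in every replicate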
Target sequence (P43351 whole entry, looked up): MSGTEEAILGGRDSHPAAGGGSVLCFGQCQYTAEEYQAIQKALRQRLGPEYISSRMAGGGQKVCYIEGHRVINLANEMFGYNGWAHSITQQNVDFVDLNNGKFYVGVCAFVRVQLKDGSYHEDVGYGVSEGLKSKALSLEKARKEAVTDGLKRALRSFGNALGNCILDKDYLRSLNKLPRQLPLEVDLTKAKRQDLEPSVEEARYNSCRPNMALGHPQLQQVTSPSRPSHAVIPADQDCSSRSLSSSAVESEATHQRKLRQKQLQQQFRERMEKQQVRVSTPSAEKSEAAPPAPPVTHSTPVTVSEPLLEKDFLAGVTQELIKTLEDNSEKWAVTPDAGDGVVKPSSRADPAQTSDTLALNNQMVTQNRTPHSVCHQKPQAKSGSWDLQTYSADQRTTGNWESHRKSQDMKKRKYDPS
F508del corr – CFTR F508del correction in bronchial cells; 0.36% of 350,000 active; activity (quench increase), % at 7.58 µM; CFBE cells, YFP halide quenching; stimulated with forskolin plus potentiator P3; % fluorescence drop versus neutral controls;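 active = mean added fluorescence quench of at least 8% versus neutral control, with both replicates also reaching 8%; inconclusive = only one of the mean or replicate conditions met; inactive = mean below 8% and not both replicates reaching 8%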;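 also: cells transiently co-express mutant CFTR-F508del with the halide-sensitive YFP; corrector assay measuring rescue of mutant channel to the surface after 24 h compound exposure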
INS-1E GSIS act – GLuc luminescence reporter in INS-1E cells, primary screen for activators of glucose-dependent secretion of insulin | activation, % at 16.6 µM | INS-1E GLuc reporter insulin secretion, 2-3 h | 0.61% of 370,000 active;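 active = lowest replicate activation of at least 40%, so every replicate reaches that level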;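 also: 0% = median of neutral control wells and 100% = median of IBMX positive control wells; some compounds called inactive have numbers as strong as hits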
E-sel inducer – induces E-selectin expression in human endothelial cells | P16581 | HUVEC E-selectin immunofluorescence imaging; normalized: neutral wells 0, TNF-alpha wells 100 | activation, % at 7.58 µM | 0.37% of 260,000 active;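 active = mean E-selectin-positive cell signal at least 10% of the positive control, reached in at least 60% of replicates, without over 20% cell loss; inconclusive = no rule given, readout overlaps actives, possibly toxicity-flagged; inactive = the rest, including those meeting only one limit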;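 also: in these data hits start at about 27%; measured in HUVEC primary endothelial cells; signal is the percent of cells scored E-selectin positive by PE staining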
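Test system: HUVEC; input: 3,000 HUVEC/well; measured by: immunofluorescence imaging; read-out: % PE-positive cells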
Starred values were filed as active, the others as inactive; ? = inconclusive; . = not tested or not shown.

SMILES	XiGFP reactiv	DENV2 CPE rescue	RAD54 inh	Casp6 inh	RAD52 inh	F508del corr	INS-1E GSIS act	E-sel inducer
CC(C)C#Cc1cnc2c(c1)C(=O)N([C@H](C)CO)C[C@@H](C)[C@@H](CN(C)S(=O)(=O)c1cn(C)cn1)O2	-1.0	3.1	-1.5	-1.9	0.1	0.2	19.5	0.5
Nc1ccc(N=Nc2ccccc2Cl)c(N)n1	0.0	-6.8	7.1	1.0	2.1	-0.6	7.0	0.1
N#CCCCN1C(=O)C(=C(C#N)C#N)c2ccccc21	0.2	-0.7	.	6.1	-8.9	.	-23.8	.
Cc1cc(=O)[nH]c(NN=C(CC(C)C)CC(C)C)n1	-0.1	.	2.3	-5.2	-9.9	-1.7	.	.
COc1ccc(/C=C(\NC(=O)c2ccccc2)C(=O)N/N=C/c2sccc2C)cc1	0.0	-10.5	0.1	-1.1	-13.9	-2.4	0.5	.
C[C@H]1CN([C@@H](C)CO)C(=O)c2cc(NS(C)(=O)=O)ccc2O[C@@H]1CN(C)S(=O)(=O)c1ccc(Cl)cc1	0.0	.	.	.	.	0.5	-4.9	0.1
O=C(c1cc(S(=O)(=O)N2CCOCC2)ccc1F)N1CCc2ccccc21	0.0	-5.8	-3.4	-3.1	-16.3	-3.4	-0.8	-0.1
CC(C)(C)NC(=O)C(=O)NN=C1CCCCCCCCCCC1	0.4	0.1	.	60.4*	-6.2	1.2	8.4	1.7
Cc1ccccc1N1CC(C(=O)Nc2ccncc2)CC1=O (stereo not drawn)	-0.1	-11.3	6.5	1.8	-10.2	0.7	-7.2	2.8
COc1ccc(CN(C)C[C@@H]2Oc3ccc(NS(=O)(=O)c4cn(C)cn4)cc3CC(=O)N([C@@H](C)CO)C[C@@H]2C)cc1	-0.1	-1.1	2.3	.	9.8	-0.6	19.9	-17.9
COc1cc(CC(=O)Nc2sc3c(c2C(N)=O)CCCC3)cc(OC)c1OC	0.0	2.4	-4.4	-1.9	-17.3	-0.1	4.3	0.0
COc1ccc(CC(=O)O/N=C(\N)c2ccc(OC)cc2)cc1	0.0	-3.6	-11.4	-2.8	-3.8	-1.8	-14.2	.
CN1[C@H](C(=O)N2CCc3ccccc3C2)[C@@H](CO)[C@@H]2Cn3c(ccc(-c4ccncc4)c3=O)[C@@H]21	0.0	8.2	-27.8	1.8	-33.4	2.0	-0.8	0.2
Cc1ccc(NC(=O)Cn2c(=O)cnc3ccccc32)cc1S(=O)(=O)N1CCOCC1	0.2	-2.8	-3.7	1.0	-74.5	2.3	-0.6	.
CO[C@H]1CN(C)C(=O)c2cc(NC(=O)C3CC3)ccc2OC[C@@H](C)N(C(=O)CN2CCOCC2)C[C@@H]1C	0.1	-4.4	5.0	.	5.1	-1.0	6.8	0.2
CC(C)(CO)NS(=O)(=O)c1ccc2c(c1)C(=O)c1cc(S(=O)(=O)NC(C)(C)CO)ccc1-2	-0.2	-1.1	5.7	-0.6	-8.7	4.8	-11.8	-0.1
CCOC(=O)C(=O)N(C)c1c(CC)nc2c(OCc3cc(Cl)cc(Cl)c3)cccn12	0.2	-8.9	-0.7	-3.9	-33.3	-2.9	.	0.3
C[C@@H]1CN([C@H](C)CO)C(=O)c2cc(C#Cc3ccccn3)cnc2O[C@@H]1CN(C)C(=O)c1cnccn1	-0.9	?	0.2	0.4	-47.1	-2.2	19.2	-0.3
O=C(CCN1CCCCCC1)Nc1ccc2c(c1)OCCO2	0.2	-1.2	7.8	-27.9	12.9	0.6	-20.4	0.0
C=COC(=O)CSc1nc(-c2cccs2)ccc1C#N	.	5.8	-0.3	5.3	-22.1	0.4	-10.0	.

Ordered by formula weight (falling): nine of the compounds above.
SMILES	XiGFP reactiv	DENV2 CPE rescue	RAD54 inh	Casp6 inh	RAD52 inh	F508del corr	INS-1E GSIS act	E-sel inducer
COc1ccc(CN(C)C[C@@H]2Oc3ccc(NS(=O)(=O)c4cn(C)cn4)cc3CC(=O)N([C@@H](C)CO)C[C@@H]2C)cc1	-0.1	-1.1	2.3	.	9.8	-0.6	19.9	-17.9
C[C@@H]1CN([C@H](C)CO)C(=O)c2cc(C#Cc3ccccn3)cnc2O[C@@H]1CN(C)C(=O)c1cnccn1	-0.9	?	0.2	0.4	-47.1	-2.2	19.2	-0.3
CN1[C@H](C(=O)N2CCc3ccccc3C2)[C@@H](CO)[C@@H]2Cn3c(ccc(-c4ccncc4)c3=O)[C@@H]21	0.0	8.2	-27.8	1.8	-33.4	2.0	-0.8	0.2
Cc1ccc(NC(=O)Cn2c(=O)cnc3ccccc32)cc1S(=O)(=O)N1CCOCC1	0.2	-2.8	-3.7	1.0	-74.5	2.3	-0.6	.
O=C(c1cc(S(=O)(=O)N2CCOCC2)ccc1F)N1CCc2ccccc21	0.0	-5.8	-3.4	-3.1	-16.3	-3.4	-0.8	-0.1
CC(C)(C)NC(=O)C(=O)NN=C1CCCCCCCCCCC1	0.4	0.1	.	60.4*	-6.2	1.2	8.4	1.7
COc1ccc(CC(=O)O/N=C(\N)c2ccc(OC)cc2)cc1	0.0	-3.6	-11.4	-2.8	-3.8	-1.8	-14.2	.
C=COC(=O)CSc1nc(-c2cccs2)ccc1C#N	.	5.8	-0.3	5.3	-22.1	0.4	-10.0	.
Cc1cc(=O)[nH]c(NN=C(CC(C)C)CC(C)C)n1	-0.1	.	2.3	-5.2	-9.9	-1.7	.	.

(more compounds)
SMILES	XiGFP reactiv	DENV2 CPE rescue	RAD54 inh	Casp6 inh	RAD52 inh	F508del corr	INS-1E GSIS act	E-sel inducer
C[C@@H]1CN([C@H](C)CO)C(=O)Cc2cc(NS(=O)(=O)c3ccc(Cl)cc3)ccc2O[C@@H]1CN(C)S(=O)(=O)c1cccs1	0.0	-5.7	3.2	1.5	0.3	0.8	-18.6	8.4
CC1(c2nnnn2-c2ccc3c(c2)OCCO3)CCC(=O)N1CCc1ccc(O)cc1 (stereo not drawn)	0.0	-6.1	.	-0.3	-15.5	0.6	12.4	0.0
COC(=O)c1cc(NC(=S)Nc2cc(Cl)cc(Cl)c2)cc(C(=O)OC)c1	0.2	-11.7	.	.	-26.6	0.3	-5.5	0.5
Cc1[nH]c(-c2ccc(F)cc2)cc1C(=O)N1CCN(c2ccccc2F)CC1	-0.1	15.8	9.2	0.3	-38.5	3.0	-20.1	0.4
CCOC(=O)c1ccc(N2C=C(C(=O)OC)C(c3ccc(OC)c(O)c3)C(C(=O)OC)=C2)cc1	0.1	5.9	-3.6	-3.2	-15.9	2.5	-7.6	.
Cc1cnc(NC(=O)C2CCC(C(C)(C)C)CC2)s1 (stereo not drawn)	0.2	1.3	-7.1	-4.6	-9.0	-0.4	-2.4	0.5
COc1ccccc1NC(=O)C1C2C=CC(C2)C1C(=O)NCc1cccnc1 (stereo not drawn)	0.2	2.3	2.9	-0.1	0.7	-1.6	3.6	0.2
Cc1ccc(S(=O)(=O)N(C)C[C@@H]2OCCCC[C@H](C)Oc3ccc(NC(=O)Nc4cccc5ccccc45)cc3C(=O)N([C@@H](C)CO)C[C@H]2C)cc1	0.0	-2.6	2.6	0.7	3.6	-1.5	33.5	0.8
O=S(=O)(NCC(c1ccco1)N1CCCCC1)c1ccccc1C(F)(F)F (stereo not drawn)	0.4	-4.7	4.0	3.5	-10.9	-0.8	.	-0.2
Oc1ccc(N=Nc2n[nH]c(-c3ccc(Cl)cc3)n2)cc1	.	2.6	5.1	-0.5	-1.4	2.2	22.9	.
O=C(O)Cc1sc(NCCc2ccccc2)nc1-c1ccc(F)cc1	0.3	10.2	1.8	2.9	-42.6	-0.2	-17.3	.
Nc1nc(NCCO)nc(NC2CCCCC2)c1[N+](=O)[O-]	0.0	-3.9	-3.6	-1.9	-7.5	-1.0	35.1	.
CCC(=O)N1c2ccccc2-c2nnc(SC)nc2OC1c1ccc(OC)c(OC)c1 (stereo not drawn)	0.3	17.9	-12.1	2.3	0.4	1.6	6.6	0.7
O=C(Cn1cc(C(F)(F)F)cc(Cl)c1=O)NCC1COc2ccccc2O1 (stereo not drawn)	0.0	-2.3	-2.3	0.7	-8.3	3.0	-4.2	.
COc1ccc(NC(=O)N2CC(=O)N3[C@@H](CO)[C@H](c4ccc(/C=C/c5ccccc5)cc4)[C@@H]3C2)cc1	0.3	17.0	.	-0.9	-23.1	-1.8	-28.8	-0.4
CCOC(=O)c1cn2nc(Oc3ccc(C)cc3)ccc2n1	0.2	11.3	-1.5	2.7	-5.7	0.4	12.9	1.3
Cc1ccc(-n2nc3ccc(NC(=O)C(C)C)cc3n2)cc1	0.4	-4.5	-4.8	-1.8	-4.0	-2.7	0.3	1.0
CCN(C(=O)CCS(=O)(=O)c1cccc2nsnc12)c1cccc(C)c1	0.0	-6.4	4.4	0.9	-15.6	-0.1	7.5	.
NC(N)=N/N=C/c1ccc2cccc(OCc3ccccc3)c2n1	0.1	1.8	.	-2.1	37.4	1.7	.	.
C=CCn1c(C)cc(C(=O)Cn2c(C(C)O)nc3ccccc32)c1C (stereo not drawn)	0.5	-0.2	1.9	-0.1	-17.3	-1.5	-3.6	5.2
c1ccc(-n2c3ccccc3c3ccccc32)cc1	0.1	0.4	4.6	-1.5	-7.8	-0.3	25.0	0.0
CCC(C)(C(=O)Nc1c(C)cccc1C)N(C)C(=O)c1ccc2ccccc2n1 (stereo not drawn)	-0.2	.	-1.9	2.2	-17.1	-3.6	9.9	-0.4
COc1ccc(C#Cc2cnc3c(c2)C(=O)N([C@H](C)CO)C[C@H](C)[C@H](CN(C)S(=O)(=O)c2ccc(C)cc2)O3)cc1OC	0.4	0.8	-2.9	4.1	-1.3	-1.1	-19.2	-0.2
CN(CC(=O)Nc1ccccc1C(=O)NC1CC1)Cc1cccs1	0.0	-4.0	-6.9	-2.0	3.2	-0.7	.	0.8
CCc1nn2cc(C(=O)c3cc(Cl)ccc3O)cnc2c1-c1ccc(F)cc1	0.4	-3.3	.	-3.4	-5.0	-0.9	-8.3	0.2
O=C(COc1ccc(F)cc1)Nc1cc(S(=O)(=O)N2CCCCC2)ccc1N1CCCCC1	0.1	-4.9	2.0	5.1	-42.6	-0.4	4.7	0.4
COc1ccc(C(=O)N/C(=C\c2ccco2)C(=O)NCc2ccco2)cc1	0.1	-2.7	-1.1	3.3	-23.8	0.1	-3.6	1.1
Cc1cccc(NC(=O)C2CC(=O)n3ncnc3N2)c1 (stereo not drawn)	0.1	19.2	0.9	-1.8	5.4	-1.1	3.9	-0.2
O=C(NCCCN1CCCC1=O)C(=O)Nc1cccc(F)c1	-0.1	1.2	-16.9	-3.6	-17.1	-1.3	0.5	-0.1
O=C(C[C@H]1C=C[C@H](NC(=O)CCN2CCCCC2)[C@@H](CO)O1)Nc1ccc(-c2ccccc2)cc1	0.0	-6.8	8.3	-0.1	17.6	-1.8	6.1	0.2
COc1ccc(Nc2c(-c3cccc(OC)c3)nc3nc(C)cc(C)n23)cc1	0.1	7.2	.	-2.6	16.4	1.8	20.6	-0.1
CCOc1ccc(C(=O)NCc2ccccn2)cc1	.	-4.2	-3.6	-1.0	-15.2	-1.4	11.8	.
O=[N+]([O-])c1ccc(-c2csc(N3CCCCCC3)n2)cc1	0.0	0.2	-8.6	-0.9	-7.4	-2.8	6.4	-0.1

Screening results: PubChem BioAssay, Broad Institute
